From PubChem
FLuc modulator: counter-screen for miR-21 project: firefly luciferase inhibitors or activators; P08659; purified FLuc, Km substrates, luminescence inhibition; Potency, µM (series often up to 57.5 µM), inactives show at the highest dose activity change, negative = inhibition, actives largely listed as inhibitors; 6.9% of 360,000 active; active = well fitted inhibition curve with a large enough effect; inconclusive = small, poorly fitted or top-dose-only effect;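 note: plate controls were vehicle for no effect and reference inhibitor for full effect; nearly all actives have a fitted effect of over 55% in size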
Target sequence (P08659 whole entry, looked up): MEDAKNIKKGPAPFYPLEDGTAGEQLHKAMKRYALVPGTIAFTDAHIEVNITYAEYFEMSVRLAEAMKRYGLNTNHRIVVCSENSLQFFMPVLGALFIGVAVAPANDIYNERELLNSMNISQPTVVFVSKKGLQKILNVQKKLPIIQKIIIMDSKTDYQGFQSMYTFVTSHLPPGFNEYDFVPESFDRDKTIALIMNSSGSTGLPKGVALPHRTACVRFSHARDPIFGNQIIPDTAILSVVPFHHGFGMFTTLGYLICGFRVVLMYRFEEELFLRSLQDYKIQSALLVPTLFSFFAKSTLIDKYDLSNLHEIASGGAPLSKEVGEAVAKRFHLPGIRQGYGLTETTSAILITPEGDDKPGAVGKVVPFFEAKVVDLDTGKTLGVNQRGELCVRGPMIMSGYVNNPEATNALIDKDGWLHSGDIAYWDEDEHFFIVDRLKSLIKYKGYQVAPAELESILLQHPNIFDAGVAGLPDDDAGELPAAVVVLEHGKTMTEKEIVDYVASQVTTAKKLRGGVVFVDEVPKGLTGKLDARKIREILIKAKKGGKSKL
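Purified P. pyralis luciferase, 10 nM final, with Km-level 10 uM D-luciferin and 10 uM ATP in 50 mM Tris acetate pH 7.5, 10 mM Mg acetate, 0.01% Tween-20, 0.05% BSA; 6-point qHTS titration about 60 µM downward; luminescence read.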
* marks the source's active call; other numbers are inactive results; ? = inconclusive. Potency is the fitted concentration of half-maximal effect. These rows are one share of the data. The share of hits here may be higher or lower than overall.

SMILES | FLuc modulator
COc1ccc(S(=O)(=O)NCC(c2ccc(N(C)C)cc2)N2CCOCC2)cc1 (centres undefined) | 4%
CCOc1ccc(CN(C(=O)c2nc(SC)ncc2Cl)C2CCS(=O)(=O)C2)cc1 (centres undefined) | 3%
CCOC(=O)c1cccc(NC(=O)CCSCCc2ccccn2)c1 | -8%
CCC(=O)N1CCc2cc(S(=O)(=O)NC(Cc3ccccc3)C(=O)Nc3ccc(Cl)cc3)ccc21 (centres undefined) | 5%
CCC1CCCCN1CCCNC(=O)c1c(C)oc2ncn(CC(C)C)c(=O)c12 (centres undefined) | -4%
CCCOC(=O)c1ccc(Nc2c(C(=O)OCC)cnc3c(C)cc(Cl)cc23)cc1 | 3%
Cc1cc(Nc2cccc(C(F)(F)F)c2)ncn1 | 0%
COc1ccccc1CNC(=O)c1cccn1-c1nnc(N2CCCC2)s1 | 3%
CCc1ccc2occ(CC(=O)Nc3sc4c(c3C(=O)OC)CCC4)c2c1 | 5%
COc1ccc2cc(-c3cn4c(n3)sc3cc(F)ccc34)c(=O)oc2c1 | 9.5µM*
Cc1nc2ccccc2c(=O)n1-c1ccc(NC(=O)c2cccc([N+](=O)[O-])c2)cc1 | 1%
O=C(c1ccc2c(c1)N(Cc1ccccc1F)C(=O)c1ccccc1S2=O)N1CCN(c2ccccc2)CC1 (centres undefined) | 4%
CCOc1ccc(CCNC(=O)CCCn2c(=O)c3cccn3c3ccccc32)cc1 | 4%
Cc1ccc(C)c(S(=O)(=O)c2nnn3c2nc(NCc2cccs2)c2sccc23)c1 | 3%
Cc1ccc(Sc2c(C(=O)NCc3ccccc3C)[nH]c3ccccc23)cc1 | ?
Cc1ccc2c(c1)N(C(=O)N1CCC(C(=O)Nc3cccc(F)c3)CC1)CCO2 | -3%
CCN1CCN(CCCNC(=O)Cn2c(-c3cccs3)cc3ccccc32)CC1 | 0%
Cc1ccc(-n2c(=O)c3c(c4cc(C)ccc4n3C)n(CC(=O)Nc3ccc(F)cc3)c2=O)cc1 | -2%
COc1ccc(NC(=O)CSc2nc(-c3ccc(F)cc3)c3cccc(C)c3n2)cc1 | -1%
CN(C)CCNc1oc(-c2ccc(COc3ccc(Cl)cc3)o2)nc1C#N | 4%
Cc1ccc(NC(=O)C(Cc2c[nH]c3ccccc23)NC(=O)OCC(C)C)cc1 (centres undefined) | 3%
COc1ccc(CNc2nc(-c3ccccc3)nn2C(=O)c2ccccc2OC)cc1 | 4%
Cc1ccc(Cl)cc1N1CCN(C(=O)c2ccc3c(c2)N(Cc2ccccc2F)C(=O)c2ccccc2S3(=O)=O)CC1 | 1%
CC(=O)c1cccc(NC(=O)c2sc(-n3nc(C)c(Cc4ccc5c(c4)OCO5)c3C)nc2C)c1 | 5%
CC(C)CCSc1nc2c(c(=O)n(C)c(=O)n2C)n1Cc1ccccc1Cl | -1%
CCOC(=O)c1cnc2c(C)cc(C)cc2c1Nc1ccccc1OCC | -7%
Cc1cc2oc(C(=O)Nc3ccc(S(N)(=O)=O)cc3)cc(=O)c2cc1C | -2%
CCN(CC)C(=O)Cn1c(=O)n(CCCCCC(=O)NCc2ccccc2Cl)c(=O)c2sccc21 | -6%
O=C(Nc1ccc(Br)cc1F)C1CCN(c2nc3ccccc3[nH]2)CC1 | -8%
COc1cccc(NC(=O)Cn2cc(C(=O)c3ccco3)c3ccccc32)c1 | ?
CCc1cccc(NC(=O)c2c(C)oc3nc(C)nc(N4CCCC4)c23)c1 | 1%
COc1cc(S(=O)(=O)n2ccnc2C(C)C)ccc1Br | -15%
Cc1nn(-c2ccccc2)c2nc(C3CC3)cc(C(=O)NCc3ccccc3Cl)c12 | -1%
COC(=O)c1ccccc1NC(=O)C1=C(C)C(=O)OC12CCC(C)CC2 (centres undefined) | -8%
O=C1CC(c2ccccc2)Cc2[nH]c(=O)c(-c3nc(-c4ccc(Cl)cc4)cs3)cc21 (centres undefined) | 4%
CCN(CC)C(=O)CSc1nc2cc3c(cc2c(=O)n1Cc1ccc(C(=O)NCCc2ccc(OC)c(OC)c2)cc1)OCO3 | 3%
Cc1cccc(Cn2c(=O)n(CCCCC(=O)NCc3ccc4c(c3)OCO4)c(=O)c3ccccc32)c1 | -17%
COc1ccc(OCC(=O)NCC2(N3CCN(C)CC3)CCCCC2)cc1 | -6%
COc1ccc(N2CCN(C(=O)c3nn(-c4ccc(C)cc4)c(=O)n(C)c3=O)CC2)cc1 | -2%
O=C(Cn1cc(S(=O)(=O)Cc2cccc(Cl)c2)c2ccccc21)NCCc1ccccc1 | -1%
COc1ccc(C(=O)NCC(c2ccc3c(c2)OCO3)N2CCN(C)CC2)cc1OC (centres undefined) | 1%
CCOc1ccc(C(=O)Nc2ccc(-c3nc4cc(CC)ccc4o3)cc2)cc1 | 0%
Cc1nc2c(C(=O)NC(C)c3ccccc3)cnn2c(C)c1Cc1ccccc1 (centres undefined) | -8%
CCOC(=O)N1CCc2c(sc(NCc3ccc(N(C)C)cc3)c2C(=O)Nc2ccccc2OCC)C1 | ?
COc1cccc(C(=O)N2CCc3c([nH]c4ccccc34)C2c2ccc(SC)cc2)c1 (centres undefined) | -1%
COc1cc(OC)cc(-c2nc(-c3cccc(C)c3)no2)c1 | ?
O=C(Nc1cccc(Cl)c1)C1CCCN(c2nn3cc(-c4ccc(F)cc4)nc3s2)C1 (centres undefined) | ?
Cc1ccccc1OC(=O)CSc1nnc(-c2ccc(F)cc2)o1 | -1%
CC(C)CCNC(=O)Nc1ccc2c(c1)N(Cc1ccccc1)C(=O)c1ccccc1S2 | -1%
COC(=O)c1c(-c2ccc(Cl)cc2)noc1N1CCN(c2cccc(C(F)(F)F)c2)CC1 | -3%
COc1ccc(SCc2cc(=O)c3cc(Cl)ccc3[nH]2)cc1 | 4%
COCCn1c(C)cc(O)c(C(c2ccccc2OC)N2CCCCC2)c1=O (centres undefined) | -1%
CCOC(=O)C1=C(CS(=O)(=O)c2ccc(F)c(C)c2)NC(=O)NC1c1ccc(F)c(F)c1 (centres undefined) | -2%
CCOc1ccc(NC(=O)c2cc3sc(Cl)cc3n2CC)cc1 | -2%
CCOc1ccc(C(=O)N2CCC(c3nnc(-c4ccccc4OC)o3)CC2)cc1 | -9%
CCOc1ccc(CCNC(=O)C2Cc3ccccc3N2C(=O)CC)cc1OCC (centres undefined) | -3%
CCCCN(CC)Cc1ccc(CNS(=O)(=O)c2cc3c(cc2Cl)NC(=O)CO3)o1 | -5%
CCOC(=O)C(CC)n1nnc2sc(-c3ccccc3)cc2c1=O (centres undefined) | 21µM*
Cc1cc(C)cc(NC(=O)Cn2c(=O)n(CCC(C)C)c(=O)c3cccnc32)c1 | -1%
O=C(Nc1ccc(F)cc1F)c1ccc2c(=O)n3c(nc2c1)CCCCC3 | ?

Next records
SMILES | FLuc modulator
CCOC(=O)c1ccc(NC(=O)Nc2c[nH]c(=O)[nH]c2=O)cc1 | -7%
COc1cc([N+](=O)[O-])ccc1NC(=O)N1CCN(c2cc(-c3noc(C)n3)ccc2C)CC1 | -3%
CCN1CCN(c2ncnc3c2cnn3-c2ccc(C)c(Cl)c2)CC1 | ?
CCn1c(C(=O)NCc2ccccc2Cl)cc2sc(Cl)cc21 | ?
CCCCc1nn2c(=O)cc(COC(=O)CNC(=O)COc3ccc(C)cc3)nc2s1 | -5%
COc1ccc2oc(=O)c(C(=O)Nc3cccc(C(=O)O)c3)cc2c1 | -101%
COC(=O)c1scc(-c2ccccc2)c1S(=O)(=O)Nc1cccc(C)c1C | 4%
Cc1ccc(NC(=O)Cn2c(-c3cncs3)nc3ccccc32)c(Br)c1 | 1%
COc1cc(Cl)c(NS(=O)(=O)c2ccc(-c3coc(C)n3)cc2)c(OC)c1 | -2%
CCc1nnc(NC(=O)CSc2nc3c([nH]c4ccccc43)c(=O)n2-c2ccc(Cl)cc2)s1 | 3%
CCOc1ccc(NC(=O)CSc2cn(CC(=O)N3CCOCC3)c3ccccc23)cc1 | 5%
Cc1ccc(NC(=O)Cn2c(=O)n(Cc3ccco3)c(=O)c3sc4ccccc4c32)c(C)c1 | 1%
COc1ccc(S(=O)(=O)N(CC(=O)N(C)Cc2ccccc2)c2ccc(Cl)cc2)cc1 | -2%
CC(=O)Nc1ccc(NC(=O)CCc2c(C)nc3c(c(C)nn3-c3ccc(C)cc3)c2C)cc1 | 0%
CC(=O)N1CCCc2cc(S(=O)(=O)Nc3ccc(Cl)cc3F)ccc21 | -14%
Cc1ccccc1C(=O)OCc1cc(=O)n2nc(-c3cccs3)sc2n1 | -6%
CC1=C(C(=O)Nc2ccccc2C)C(c2ccncc2)n2nc(SCc3ccccc3Cl)nc2N1 (centres undefined) | -3%
COc1cccc(C2C(C(=O)Nc3ccc(Cl)cc3)=C(C)Nc3nc4ccccc4n32)c1 (centres undefined) | -9%
CC(C)(C)C(=O)NCCc1nc2ccccc2n1CCCCOc1ccc(Cl)cc1 | -11%
COC(=O)c1sc(-c2ccccc2)cc1NC(=O)Nc1ccccc1Cl | -13%
Cc1cccc(-c2noc(-c3ccc(NCc4cccnc4)c([N+](=O)[O-])c3)n2)c1 | ?
CCn1cc(C(=O)N(C)c2ccc(C(C)C)cc2)c2cc(OC)c(OC)cc2c1=O | -4%
CN(C)c1ccc(CNC(=O)C(Cc2ccccc2)NS(=O)(=O)c2ccc3c(c2)oc(=O)n3C)cc1 (centres undefined) | 4%
COC(=O)c1ccc(Nc2ncnc3c2cnn3-c2ccccc2)cc1 | 2%
Cc1nc2cccnc2n1-c1cccc(C(=O)NCCN(C)C)c1 | 0%
COCCNC(=O)CCc1c(C)n(C)c2cc(-c3cc(OC)c(OC)c(OC)c3)nn2c1=O | 3%
CCOC(=O)c1ccc(NC(=O)CC2C(=O)N(c3ccccc3)C(=O)N2C2CCCCC2)cc1 (centres undefined) | 4%
Cc1c(C(=O)N(C)C)sc2c1c(=O)n(-c1ccccc1C(F)(F)F)c(=O)n2Cc1cccc(F)c1 | -2%
Cc1ccc(N2CCN(C(=O)c3cnc(N4CCCCC4)c4ccccc34)CC2)c(C)c1 | -6%
CCc1ccc(NC(=O)CSc2nnc(-c3cc4occc4n3C)n2-c2ccccc2C)cc1 | 1%
COc1ccc(-n2nc(C(=O)Nc3cc(C)ccn3)c3c4ccccc4n(C)c3c2=O)cc1Cl | -2%
CN1C(=O)Cc2cc(S(=O)(=O)NCc3ccc(Cl)cc3)ccc21 | 2%
Cc1c(Cl)cccc1NC(=O)c1ccc2snnc2c1 | 2%
O=[N+]([O-])c1cc(-c2nc(-c3ccco3)no2)ccc1NCc1ccccc1 | 15µM*
C=C1C=C(C(F)F)n2ncc(C(=O)NCCc3ccccc3Cl)c2N1 | 12%
CCN(CC)S(=O)(=O)c1ccc2c(c1)N(CC(=O)Nc1ccccc1F)C(=O)C1CCCN21 (centres undefined) | 4%
CCCN(C(=O)c1cc2c(=O)[nH]c3ccc(C)cc3c2s1)c1ccc(CC)cc1 | -2%
Cc1ccccc1C(=O)N1CC(=O)Nc2ccc(Cl)cc2C1c1ccccc1 (centres undefined) | 2%
O=C(NC1CC(=O)N(c2ccc(F)cc2)C1)c1cc2ccccc2o1 (centres undefined) | -2%
CN(C)c1ccc(-c2nc3cnccn3c2Nc2cccc(C(F)(F)F)c2)cc1 | -16%
C=Cc1ccc(Cn2c(=O)n(-c3cccc(Cl)c3)c(=O)c3c4c(sc32)CN(C(C)=O)CC4)cc1 | 3%
COc1ccc(C(=O)N(Cc2ccco2)Cc2ccccc2F)cc1Cl | -5%
CCn1c(CN2CCN(C)CC2)nc2cc(NC(=O)c3cc(OC)c(OC)c(OC)c3)ccc21 | -2%
CCN(C(=O)Cn1nc(Cc2ccncc2)c2ccccc2c1=O)c1cccc(Cl)c1 | 3%
CCOc1cccc(C(=O)Nc2nc3c(s2)CC(C(C)(C)C)CC3)c1 (centres undefined) | ?
CCOc1ccc(NC(=O)Cn2nc(CC)n3c(cc4sccc43)c2=O)cc1 | 5%
COc1cc(OC)c2c(C)c(CC(=O)NCc3ccccc3OC)c(=O)oc2c1 | -3%
COc1ccc(Cl)cc1NC(=O)c1cnc2sc(N3CCOCC3)nn2c1=O | -3%
COc1ccc(CNC(=O)CCCc2nnc3n(CCC(C)C)c(=O)c4sccc4n23)cc1 | 6%
